TRPC4 potent: positive allosteric modulators of TRPC4, primary screen, cell-based, mouse TRPC4beta, HEK293 mu-opioid, Fluo-4 calcium; 310,000 compounds, 0.42% hits; AID 2227, 2009; DAMGO EC20, Fluo-4 Ca2+ flux; stronger effect = higher value; B-score at 10 µM; Short transient receptor potential channel 4 (Mus musculus), Q9QUQ5;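 active = B-score of calcium response area above 5 SD of library B-scores, with initial fluorescence ratio within 5 SD of library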;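 also: B-score of integrated fluorescence ratio over time as area under calcium response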
aSyn 5UTR inh: MLPCN primary screen, SNCA 5' untranslated region | alpha-synuclein 5'UTR reporter, inhibitor activity | inhibition, % (tested at 7.5 µM) | 300,000 compounds, 0.82% hits | AID 1813, 2009; in the data active = inhibition above about 60%; inconclusive = no clear call, values can overlap the other calls;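 also: H4 neuroglioblastoma cells stably carrying SNCA 5'UTR luciferase fusion; 0% = DMSO wells and 100% = positive control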
IEC-6 tox: cytotoxicity in IEC-6 intestinal epithelial cells, primary screen, cytotoxicity control for KLF5 inhibitor project, cell-based, luminescence. 290,000 compounds, 0.78% hits. AID 1825, 2009. inhibition, % at 5 µM. IEC-6 cytotoxicity, luminescence viability; in the data active = inhibition above about 22%;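 also: 0% = plate median of test compound wells and 100% = cytotoxic reference compound wells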
TRPC4 block: inhibitors of mouse TRPC4 channel, primary screen, Fluo4 calcium, HEK293 TRPC4beta/mu-opioid cells; DAMGO-evoked Fluo4 calcium flux; stronger effect = lower value; AID 2247, 2010; B-score at 10 µM; Short transient receptor potential channel 4 (Mus musculus), Q9QUQ5; 300,000 compounds, 0.39% hits;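 active = B-score over 3 SD under the library average, no early fluorescence shift, positive overall ratio signal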
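Material: HEK293 cells with stable TRPC4beta plus mu-opioid receptor expression; probe or stimulus: DAMGO in two steps, submaximal then maximal; technique: Fluo4 calcium fluorescence by kinetic imaging, 5 s 1 Hz baseline; measure: integrated fluorescence ratio relative to baseline, converted to per-well B score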
TRPC6 inhibitor: mouse TRPC6 channel inhibitors, primary screen, cell-based, HEK293, membrane potential dye | Short transient receptor potential channel 6 (Mus musculus), Q61143 | ACh-evoked depolarization; stronger effect = lower value | B-score at 10 µM | 310,000 compounds, 1.1% hits | AID 2553, 2010;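 active = B-score under library mean minus 3 SD, initial fluorescence not abnormally high, positive integrated signal ratio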;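 also: B-score derived from integrated fluorescence ratio over the kinetic read; more negative B-score means stronger inhibition of depolarization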
TRPC6 act: mouse TRPC6 channel activators, primary screen, cell-based, HEK293, membrane potential dye; B-score at 10 µM; 310,000 compounds, 0.13% hits; HEK293-TRPC6 membrane potential dye fluorescence; stronger effect = higher value; Short transient receptor potential channel 6 (Mus musculus), Q61143;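 active = B-score of the integrated fluorescence ratio above library mean plus 3 SD, and starting fluorescence ratio within library mean plus 5 SD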;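 also: higher score means more depolarization so channel activation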
HIF activator: HIF pathway transcriptional activators, primary screen, cell-based, U2OS HRE-luciferase, luminescence | U2OS HRE-luciferase reporter; normalized: DMSO 0%, desferrioxamine 100% | activation, % at 7.5 µM (by protocol) | 300,000 compounds, 0.32% hits;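 active = mean activation of at least 10% of the iron chelator positive control signal, with at least half of replicates also reaching 10%; inconclusive = mean and replicate majority disagree about reaching 10%; inactive = mean and most replicates under 10%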
TRPC4 act: activators of mouse TRPC4 channel, primary screen, Fluo4 calcium, HEK293 TRPC4beta/mu-opioid cells; Short transient receptor potential channel 4 (Mus musculus), Q9QUQ5; Fluo4 calcium fluorescence; stronger effect = higher value; 310,000 compounds, 0.49% hits; B-score at 10 µM;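 active = B-score above 5 SD of library B-scores, and initial fluorescence ratio not above library mean plus 5 SD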;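 also: positive B-score marks a calcium rise read as TRPC4 activation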
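Incubation: 45 min room-temperature Fluo4 loading, 110 s read / System: HEK293 cells stably co-expressing mouse TRPC4beta and mu-opioid receptor / Signal: Fluo4 fluorescence, kinetic / Control set: buffer (low) and maximal DAMGO (high) / Measure: integrated baseline-normalised fluorescence ratio, converted to per-well B score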
SKKanGAS inh: S. pyogenes SKKanGAS growth inhibitors in kanamycin, primary screen, streptokinase expression inhibitor project, SKKanGAS strain, BacTiter-Glo luminescence | 6 h | inhibition, % at 7.5 µM | 300,000 compounds, 1.3% hits | AID 1662, 2009;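 active = mean replicate score, as percent of positive control median, at least 50; inconclusive = mean below 50 but one replicate at or above 50; inactive = mean and every replicate below 50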;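 also: strain carries kanamycin resistance gene driven by streptokinase promoter and grows in 40 µg/ml kanamycin; loss of luminescence reflects streptokinase promoter inhibition or plain growth inhibition; 0% = median of DMSO wells and 100% = positive control at its reference dose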
KLF5 inh: KLF5 expression inhibitors, primary screen, DLD-1 cells, luminescence | inhibition, % at 5 µM | AID 1700, 2009 | 290,000 compounds, 0.23% hits | DLD-1 KLF5 promoter-luciferase reporter;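 active = inhibition above a per-plate limit of that plate's mean compound inhibition plus 3 SD, cut at about 60% in these data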;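 also: 0% = DMSO wells and 100% = LY294002 at 200 µM; higher means less KLF5 promoter-driven luciferase light; inactives centre near -14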
MrgX1 antag: antagonists of human MrgX1 receptor, primary screen, HEK293 cells, Fluo-4 calcium flux; Mas-related G-protein coupled receptor member X1 (Homo sapiens), Q96LB2; BAM8-22 antagonism; stronger effect = lower value; B-score at 10 µM; 310,000 compounds, 1.3% hits; AID 588676, 2011;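 active = calcium-response B-score plate-corrected more than 3 library SD below zero, starting fluorescence within 5 deviations, no agonist response on first addition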;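 also: peak minus trough fluorescence over baseline after final BAM8-22 challenge near maximal dose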
Target sequence (Q96LB2 whole entry, looked up): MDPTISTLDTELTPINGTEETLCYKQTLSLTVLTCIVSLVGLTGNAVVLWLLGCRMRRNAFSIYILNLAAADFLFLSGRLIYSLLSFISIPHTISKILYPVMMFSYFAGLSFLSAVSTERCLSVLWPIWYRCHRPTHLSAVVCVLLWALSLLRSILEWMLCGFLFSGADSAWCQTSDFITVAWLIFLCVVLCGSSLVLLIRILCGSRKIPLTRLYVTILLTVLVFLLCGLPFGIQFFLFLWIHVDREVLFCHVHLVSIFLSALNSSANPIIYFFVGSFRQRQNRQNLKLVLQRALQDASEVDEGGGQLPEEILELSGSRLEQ
The depositor's hits bear a star; i = inactive; ? = inconclusive; . = not tested or not shown. This is a random part of the collection (roughly 5.8% active in at least one column).

structure	TRPC4 potent	aSyn 5UTR inh	IEC-6 tox	TRPC4 block	TRPC6 inhibitor	TRPC6 act	HIF activator	TRPC4 act	SKKanGAS inh	KLF5 inh	MrgX1 antag
O=c1c2[nH]c3ccc(Br)cc3c2ncn1CCCn1ccnc1	i	-17	3	i	i	i	-0.2	i	4	-25	i
O=C(NCCc1ccccc1)C1=COCCO1	i	-129	.	i	i	i	2.2	i	-6	.	i
Cc1ccc(SCCC(=O)N(C)C)cc1	i	-18	-4	i	i	i	.	i	8	-34	i
CC1=N/C(=C/c2ccc([N+](=O)[O-])cc2)C(=O)N1c1ccc(Cl)cc1Cl	i	6	2	i	i	i	-0.2	i	9	-9	i
O=C(Nc1ccc2c(c1)OCO2)C1CCCCN1S(=O)(=O)c1ccccc1 (stereo unspecified)	i	-18	-2	i	i	i	0.2	i	1	-19	i
O=C(CCC1CC(=O)Nc2ccccc21)NCc1ccccc1 (stereo unspecified)	i	-6	-3	i	i	i	0.2	i	1	-26	i
COC(=O)c1cccc(NC(=O)c2ccco2)c1	i	-40	-5	i	i	i	0.2	i	-3	12	i
CCOC(=O)N1CCN(C(=O)c2ccc3c(SCC(=O)O)c4c(nc3c2)CCCC4)CC1	i	-3	-2	i	i	i	0.3	i	0	-5	i
CCN(CC)CCCN1CC(O)=C(c2nc3ccccc3s2)C1=N	12*	-25	2	i	i	i	0.5	i	1	-33	i
S=C(NCc1ccccc1Cl)NC1CCCC1	i	17	0	i	i	i	0.1	i	-2	-3	i
COc1cccc(C(=O)Nc2ccc(N3CCN(S(C)(=O)=O)CC3)cc2)c1	i	-21	2	i	i	i	0.7	i	-2	-35	i
COc1ccc(C(=O)NCc2cccnc2)cc1S(=O)(=O)N1CCOCC1	i	-3	-6	i	i	i	-0.3	i	1	-8	i
Cc1nnc2sc(SCc3cccc(Cl)c3)nn2c1=O	i	16	-4	i	i	i	-0.3	i	-1	-36	i
CCN(CC)S(=O)(=O)c1ccc(C(=O)Oc2cc(C)[nH]c(=O)c2[N+](=O)[O-])cc1	i	1	-3	i	i	i	-0.3	i	-5	-23	i
S=C(Nc1ccccc1)Nc1ccc(Br)cn1	i	-19	7	i	i	i	0.6	i	1	-11	i
CCOC(=O)Cc1nn(C(C)C)c(=O)c2ccccc12	i	14	-7	i	i	i	0.5	i	-14	-18	i
O=C(N/N=C/c1c(Cl)[nH]c2ccccc12)c1ccc2c(c1)OCCO2	i	-36	12	i	i	i	2.0	i	-3	-61	i
c1ccc(CC2CNc3ccccc3CN2)cc1 (stereo unspecified)	i	-14	-2	i	i	i	-0.6	i	0	-6	i
CCOC(=O)c1c(-c2ccc(C)cc2)csc1NC(=O)CCN1CC(C)OC(C)C1 (stereo unspecified)	i	12	6	i	i	i	-0.6	i	-3	2	i
O=C(Nc1nccs1)c1ccccn1	i	-123	9	i	i	i	2.5	i	6	-81	i
CN(C)S(=O)(=O)c1cccc(NC(=O)c2ccc(COc3ccccc3)cc2)c1	i	-11	-4	i	i	i	-0.5	i	13	-30	-4.8*
COc1ccc(CC(=O)Nc2cccc(C(=O)Nc3ccccc3C(=O)O)c2)cc1OC	i	10	-3	i	i	i	-0.6	i	11	-5	i
Cc1ccc(NC(=O)c2c(C)noc2-c2snnc2C)cc1	i	-13	0	i	i	i	0.8	i	4	13	i
CC(=O)/C=C(\C)Nc1ccccc1O	i	-33	1	i	i	i	-0.2	i	1	-7	i
Cc1cc(C(=O)N/N=C/c2ccccn2)n[nH]1	i	-6	-3	i	i	i	0.3	i	7	-14	i
Cc1ccc(C(=O)N/N=C(\CC(C)C)c2ccccc2)cc1	i	-2	3	i	i	i	1.1	i	-1	-45	i
COCCN1C(=O)N[C@@H](c2ccccc2)[C@H](C(=O)OC)[C@H]1C	i	-1	.	i	i	i	0.3	i	4	.	i
Cc1ccc(C(=O)NNC(=O)CSc2n[nH]c(-c3cccnc3)n2)cc1	i	20	-10	i	i	i	0.1	i	-6	-8	i
CCN(CCn1cccn1)C(=O)c1ccc(OC2CCN(C(=O)COC)CC2)cc1	i	-8	-3	i	i	i	0.7	i	-2	-35	i
O=C(NCC1CCCN1S(=O)(=O)c1ccccc1)c1cccc(Cl)c1 (stereo unspecified)	i	-15	.	i	i	i	-2.8	i	-4	.	i
COc1nc(Nc2cccc(C(F)(F)F)c2)nc(OC)n1	i	-23	7	i	i	i	2.8	i	-3	-41	i
C=CCn1c(N)cc(=O)nc1SCC(=O)Nc1cccc2ccccc12	i	7	-2	i	i	i	-1.8	i	3	-12	i
Cc1ccc(NC(=O)C(OC(=O)c2ccc(F)cc2)c2ccccc2)cc1Cl (stereo unspecified)	i	28	1	i	i	i	1.7	i	25	-12	i
CN(C)c1ccc(C(=O)OCC(=O)NCCCc2ccccc2)cc1	i	1	0	i	i	i	0.9	i	-15	-24	i
CCCCc1cc(O)c(CCCC)c(O)c1	11*	-33	1	i	i	i	3.5	65*	14	-38	-11*
CCOC(=O)c1c(S(=O)(=O)N2CCN(c3ccc(F)cc3)CC2)c(C)n(C)c1C	i	16	-2	i	i	i	-0.7	i	-2	-24	i
COc1ccc(S(=O)(=O)N2CCC(C(=O)Nc3ccc(F)cc3)CC2)c2cccnc12	i	-6	1	i	i	i	0.2	i	-16	-1	i
O=C(CC(CC(=O)c1ccc(Br)cc1)c1cccnc1)c1ccc(Br)cc1	i	-8	3	i	i	i	-0.5	i	2	-22	i
CS(=O)(=O)N1CCN(c2ncnc3c2cnn3-c2ccccc2)CC1	i	-11	5	i	i	i	-0.3	i	-5	-10	i
Cc1cccc(NC(=O)c2nc[nH]c2C(=O)NCC(=O)OCc2ccccc2)c1	i	28	.	i	i	i	0.2	i	-1	.	i
COc1ccc(-n2nc(C(=O)NCC(=O)NCCCN3CCN(C)CC3)c3ccccc3c2=O)cc1OC	i	2	-2	i	i	i	0.5	i	1	-11	i
COc1ccc(CC(=O)NC(C)c2nnc(SCc3nc4ccccc4c(=O)[nH]3)n2C)cc1 (stereo unspecified)	i	17	-3	i	i	i	0.0	i	1	-13	i
Cc1cccc(CC(C)NC(=O)c2cc(COc3ccc(C)c(C)c3)on2)n1 (stereo unspecified)	i	-52	-1	i	i	i	3.8	i	22	-87	i
COc1ccc(Cl)cc1S(=O)(=O)n1ccnc1C(C)C	i	5	2	i	i	i	-0.3	i	0	-7	i
COc1ccc(OC)c(-c2cc(C(=O)Nc3c(C)nn(Cc4ccccc4Cl)c3C)no2)c1	i	?	-9	i	i	i	-1.2	i	15	-11	i
O=C(O)C1CC=CCC1C(=O)N1CC=C(c2ccccc2)CC1 (stereo unspecified)	i	-10	-6	i	i	i	-0.7	i	.	-15	i
CCOC(=O)CN1C2=NCCN2c2ccccc21	i	13	-2	i	i	i	-0.3	i	-4	79*	i
O=C(O)COCC(=O)Nc1ccc2c(c1)ncn2CCc1ccccc1	i	6	-5	i	i	i	1.0	i	-7	-12	i
COC(=O)CSc1ncnc2scc(-c3ccccc3)c12	i	15	12	i	i	i	0.0	i	5	15	i
COc1ccc(/C=C2/SC(=S)N(CCCC(=O)N3CCN(C)CC3)C2=O)cc1	i	4	-6	i	i	i	-2.2	i	1	-22	i
Cc1sc2ncn(CC(=O)N3CCN(c4ccccc4F)CC3)c(=O)c2c1S(=O)(=O)N1CCOCC1	i	-14	-10	i	i	i	0.2	i	-3	-46	i
CCCc1cc(=O)[nH]c(=S)[nH]1	i	-7	9	i	i	i	-0.2	i	-3	19	i
NC(=O)c1cccnc1Oc1ccc(Cl)cc1	i	-8	2	i	i	i	-0.2	i	-1	-41	i
Cc1ccc(C)c(COC(=O)c2cc([N+](=O)[O-])ccc2N2CCOCC2)c1	i	15	.	i	i	i	0.1	i	-7	.	i
COCCNC(=O)CN(C(=O)CCC(=O)Nc1cc(C)on1)c1cccc(C)c1C	i	-6	-2	i	i	i	2.4	i	5	-13	i
CC(C)OP(=O)(OC(C)C)C(Nc1ccccc1)c1cccc2c1OCO2 (stereo unspecified)	i	12	-8	i	i	i	-0.4	i	6	-6	i
Cc1ccc(OCc2ccc(C(=O)Nc3nccs3)o2)cc1	i	-88	8	i	i	i	0.7	i	3	-12	i
Cc1ccc(-n2[nH]c(C)c(/C=N/NC(=O)c3ccc([N+](=O)[O-])cc3)c2=O)c(C)c1	i	8	1	i	i	i	-0.3	i	17	-23	i
CN(c1cccc(NC(=O)CN(c2cccc(Cl)c2)S(=O)(=O)c2ccccc2)c1)S(C)(=O)=O	i	23	1	i	i	i	-0.1	i	-1	-8	i

High-throughput results deposited in PubChem by several laboratories.
